# PGE2 EP2 inh: human EP2 receptor antagonists, primary screen, TR-FRET cAMP, C6 glioma cells. 260,000 tested, 0.52% active. C6 glioma cells expressing human EP2; cells stimulated with saturating PGE2. Prostaglandin E2 receptor EP2 subtype (Homo sapiens), P43116. inhibition, % at 25 µM. AID 1422, 2008;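 active = percent inhibition above 40 after rounding to a whole number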;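 also: rat C6 glioma host cells with rolipram phosphodiesterase inhibitor present; the protocol text gives 20 µM as final concentration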
# Target sequence (P43116 whole entry, looked up): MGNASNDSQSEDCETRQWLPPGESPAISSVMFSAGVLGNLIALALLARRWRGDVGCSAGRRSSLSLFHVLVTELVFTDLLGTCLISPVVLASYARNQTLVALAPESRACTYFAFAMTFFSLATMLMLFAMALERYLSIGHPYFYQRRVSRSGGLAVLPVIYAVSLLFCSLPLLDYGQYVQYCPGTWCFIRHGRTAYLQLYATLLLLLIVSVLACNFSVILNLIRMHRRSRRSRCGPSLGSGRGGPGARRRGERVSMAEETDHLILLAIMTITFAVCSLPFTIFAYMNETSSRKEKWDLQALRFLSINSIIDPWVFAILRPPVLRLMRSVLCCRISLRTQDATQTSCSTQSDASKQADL
# Rad51 HR inh: human RAD51 strand exchange inhibitors, primary screen, biochemical, fluorescence; DNA repair protein RAD51 homolog 1 (Homo sapiens), Q06609; hRad51 DNA strand exchange, fluorescence dequenching; inhibition, % at 10 µM; 200,000 tested, 0.085% active;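 active = inhibition above 40% at the single screening dose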;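 also: 0% = DMSO control wells and 100% = blanks with heterologous ssDNA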
# Target sequence (Q06609 whole entry, looked up): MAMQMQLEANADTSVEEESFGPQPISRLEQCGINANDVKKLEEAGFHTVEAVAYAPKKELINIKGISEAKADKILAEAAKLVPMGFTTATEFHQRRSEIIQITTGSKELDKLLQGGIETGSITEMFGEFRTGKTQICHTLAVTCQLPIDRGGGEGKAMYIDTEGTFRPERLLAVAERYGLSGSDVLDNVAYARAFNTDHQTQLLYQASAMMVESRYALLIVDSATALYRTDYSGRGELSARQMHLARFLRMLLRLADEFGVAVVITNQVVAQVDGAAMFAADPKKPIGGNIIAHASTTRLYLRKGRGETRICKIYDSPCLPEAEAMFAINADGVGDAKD
#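 Material: human Rad51–ssDNA filaments; Probe or stimulus: labelled 47-mer dsDNA for strand exchange; Doses: single 10 µM dose; Incubation: 37 °C 15-min filament assembly, 30-min compound preincubation, 15-min exchange; Technique: FRET fluorescence dequenching, excitation 485 nm, emission 520 nm; Measure: Fluorescence-based percent inhibition, control- and blank-normalised; Benchmarks: plate control and blank wells.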
# Numbers without * were called inactive. Not all compounds are listed; the hit share may differ from the screen's.
SMILES,PGE2 EP2 inh,Rad51 HR inh
CCn1cc(C(=O)Nc2cccc(C(=O)OC)c2)c(=O)c2ccc(C)nc21,14,-6
Cc1cnc(C(=O)Nc2cccc(-c3nnc4n3CCCCC4)c2)cn1,17,5
C#CCNC(=O)C1=C[C@@H](C)[C@H](CCCO)[C@@H](OCC)O1,8,2
CC(C)=CCc1c(O)ccc(C2COc3c(CC=C(C)C)c(O)cc(O)c3C2=O)c1O (configuration not stated),12,-5
CCCc1nnc(NC(=O)c2c(O)c3c([nH]c2=O)CCCC3)s1,7,3
COC(=O)CCCC1=CC2=CC(=O)C(C)(OC(=O)c3ccco3)C(=O)C2=CO1 (configuration not stated),16,-14
Cc1cc(-c2ccc3c(c2)COc2c4ccccc4nn2-3)on1,3,11
CCCC[C@H]1C2=C3[C@@H](CC(C(=O)OC)=C[C@@H](C(=O)OC)[C@H]3C(C)(C)C2=O)n2c(=O)n(-c3ccccc3)c(=O)n21,11,-3
CC(C)(C)Oc1ccccc1Nc1nc(NCCO)nc(N2CCCC2)n1,12,4
Cc1csc(NC(C)c2nc3cc(C(F)(F)F)ccc3n2CCOCCO)n1 (configuration not stated),7,-6
CCOC(=O)CN1C(=O)N[C@@H](CCc2ccccc2)C(C(C)=O)=C1C,19,17
O=C([C@@H]1CC=C[C@@H]2CCN(C3CC3)C(=O)[C@@H]21)N1CCN(c2ccccc2)CC1,16,1
O=C(NCc1ccc(C(F)(F)F)cc1)c1ccc2c(c1)S(=O)(=O)c1ccccc1C2=O,13,-5
OCC[C@H]1C[C@H](O)[C@@H](O)[C@@]2(CCCO2)O1,9,-2
CCOC(=O)CN1C(=O)N[C@@H](c2ccccc2)[C@@H](C(=O)OC)[C@H]1C,22,2
O=C(OCc1cc(=O)n2c(n1)sc1ccccc12)c1ccc2c(=O)n3c(nc2c1)CCC3,9,0
COC(=O)C1N2C(=O)[C@@H](NC(=O)COc3ccccc3)[C@H]2SC1(C)C (some centres not stated),-2,-5
COc1ccc(C#Cc2c(-c3ccsc3)oc3ccc(-c4cc(OC)c(OC)c(OC)c4)cc23)cc1,0,-9
COC(=O)C1=C(CCc2ccccc2)NC(=O)NC1c1ccc([N+](=O)[O-])cc1 (configuration not stated),22,-1
COCCN1C(=O)N[C@@H](c2cccc(C(F)(F)F)c2)C(C(=O)OC)=C1C,3,-1
COc1ccc2[nH]c(=O)c(-c3nnn(-c4ccc(F)cc4)n3)cc2c1,11,-7
CC[C@]1(O)CC2CN(CCc3c([nH]c4ccccc34)[C@@](C(=O)OC)(c3cc4c(cc3OC)N(C)[C@H]3[C@@](O)(C(N)=O)[C@H](O)[C@]5(CC)C=CCN6CC[C@]43[C@@H]65)C2)C1 (some centres not stated),12,-6
CC(C)C[C@H]1COCCS(=O)(=O)N1Cc1ccccc1F,10,4
Nc1ccc(CCNc2ncnc3c2ncn3[C@@H]2O[C@H](CO)[C@@H](O)[C@H]2O)cc1,12,3
O=C1N[C@@H](Cc2ccccc2)C(=O)N2[C@H]1C[C@]1(Br)c3ccccc3N(S(=O)(=O)c3ccc(F)cc3)[C@H]21,7,14
CCO[C@@H]1OC(C(=O)NC2CC2)=C[C@H](c2coc3ccccc3c2=O)[C@H]1CCCO,2,2
CN(C)CCCN1c2ccc([N+](=O)[O-])cc2CCc2cc([N+](=O)[O-])ccc21,8,-4
O=C(O)C[C@H]1c2cc(C(F)(F)F)ccc2S(=O)(=O)N1C1CCCC1,14,-3
C=CCOC(=O)C1=C[C@H](c2ccc(Br)cc2)C[C@H](OCc2ccc(CO)cc2)O1,6,-5
O=C(O)CCNC(=O)c1ccc(N=Nc2ccc(O)c(C(=O)O)c2)cc1,10,0
Nc1ccc(CNC(=O)OCC2c3ccccc3-c3ccccc32)cc1,23,1
CCCCCCCCN1[C@@H](CC(=O)OC)c2cc(F)ccc2S1(=O)=O,12,13
C=CCNC(=O)c1ccc2c(c1)S(=O)(=O)c1ccccc1C2=O,-8,-2
CCOC(=O)[C@@H]1[C@H]2COc3ccccc3[C@@H]2N2C(=O)N(c3ccc(C(F)(F)F)cc3)C(=O)[C@]12C,7,0
O=C(c1cccc(C(F)(F)F)c1)N1CCC(=O)N(C(CO)Cc2ccccc2)CC1 (configuration not stated),8,0
Cc1cccc(-n2ncc3c(Nc4ccc(F)cc4)ncnc32)c1,10,0
CCn1cc(C(=O)NCc2ccccc2OC)c(=O)c2ccc(C)nc21,5,2
Cc1ccc(Cn2c(C3CCCN3c3nc(C)cs3)nc3cc(C(=O)NCCCO)ccc32)cc1 (configuration not stated),23,-5
CCCCC1=CC2=CC(=O)C(C)(OC(=O)CC)C(=O)C2=CN1c1cccc(C#N)c1 (configuration not stated),15,-31
C[C@H]1CC[C@]2(O[C@@H](CCO)C[C@H](O)[C@H]2O)O1,6,-6
COc1ccc(OC)c(N=c2oc3c(OC)cccc3cc2C(=O)NCc2ccco2)c1,4,-5
COc1ccc(CN2[C@@H](CC(C)=O)c3ccc(/C=C/C(C)=O)cc3S2(=O)=O)cc1,11,-5
O=C1c2ccccc2S(=O)(=O)c2cc(C(=O)N3CCC(O)CC3)ccc21,16,1
COc1cc(-c2cc[n+](C)cc2)ccc1O,9,-1
COc1ccc(NC(=O)Cn2c(C)cc(=O)c3cccc(OC)c32)cc1,9,1
CN1CCN(C(=O)C2=C[C@H](c3ccc4c(c3)OCO4)C[C@H](OCCCCO)O2)CC1,17,5
CCO[C@@H]1OC(C(=O)O)=C[C@H](c2ccccc2)[C@H]1CCCO,11,-5
CCOC(=O)c1ccc(NC(=O)c2c(NCc3ccccc3)[nH]c(=O)[nH]c2=O)cc1,11,8
COc1ccc([C@H]2/C=C\CN(C(=O)C3CC3)[C@@H](C)C(=O)N2Cc2ccc(F)cc2)cc1,19,-4
CS(=O)(=O)N1c2ccccc2[C@]2([C@@]34C[C@H]5C(=O)N[C@@H](Cc6ccccc6)C(=O)N5[C@@H]3N(S(C)(=O)=O)c3ccccc34)C[C@H]3C(=O)N[C@@H](Cc4ccccc4)C(=O)N3[C@H]12,6,-7
CCC(=O)NS(=O)(=O)c1ccc(-c2c(-c3ccccc3)noc2C)cc1,18,1
CCCC(=O)Nc1nn(C)c2nc3cc(C)ccc3cc12,17,0
COc1c(O)cccc1[C@@H](O)C1CCN(CCc2ccc(F)cc2)CC1,2,-3
CCOC(=O)CN1C(=O)N[C@@H](c2cccc(F)c2)C(C(=O)OC)=C1C,19,0
Cc1csc(NC(C)c2nc3cc(Cl)c(N4CCCCC4)cc3n2CCOCCO)n1 (configuration not stated),4,-4
OCC[C@H]1C[C@@H](O)[C@H](O)[C@@]2(CCCCO2)O1,9,9
C#Cc1ccc([C@@H]2C=C(C(=O)O)O[C@H](OCC)[C@H]2CCCO)cc1,-4,-11
COc1ccc(NC(=O)c2ccc3c(c2)S(=O)(=O)c2ccccc2C3=O)cc1,6,-8
O=C1c2ccccc2S(=O)(=O)c2cc(C(=O)N3CCC(N4CCCC4)CC3)ccc21,8,-11
O=C(O[C@H]1[C@H](Oc2ccccc2COC(=O)C2(O)C=CCCC2=O)O[C@H](CO)[C@@H](O)[C@@H]1O)c1ccccc1 (some centres not stated),12,2

# Quoted at random: 4 entries already listed.
SMILES,PGE2 EP2 inh,Rad51 HR inh
CCn1cc(C(=O)Nc2cccc(C(=O)OC)c2)c(=O)c2ccc(C)nc21,14,-6
CCCCC1=CC2=CC(=O)C(C)(OC(=O)CC)C(=O)C2=CN1c1cccc(C#N)c1 (configuration not stated),15,-31
COC(=O)C1=C(CCc2ccccc2)NC(=O)NC1c1ccc([N+](=O)[O-])cc1 (configuration not stated),22,-1
CCC(=O)NS(=O)(=O)c1ccc(-c2c(-c3ccccc3)noc2C)cc1,18,1

# Carrying on:
SMILES,PGE2 EP2 inh,Rad51 HR inh
O=C(NC1CC1)C1=C[C@@H](c2ccc(C(F)(F)F)cc2)C[C@@H](OCCCCO)O1,2,1
COc1ccc(CNC(=O)c2cc3c(=O)n4ccccc4nc3n(CC3CCCO3)c2=N)cc1 (configuration not stated),13,-3
COc1cc2oc3ccc(C#Cc4ccc(N)cc4)cc3c(=O)c2cc1OC,10,2
COc1ccc(-c2csc(NC(C)c3nc4cc(Cl)c(Cl)cc4n3CCCO)n2)cc1 (configuration not stated),10,6
Cc1ccc(C2C=C(c3ccccc3)Nc3ncnn32)cc1 (configuration not stated),12,-1
Cc1cc(-c2cc(C(=O)Nc3ccccc3)on2)nc(NCC2CC2)n1,8,0
CCN1C(=O)N[C@@H](c2cccc(C(F)(F)F)c2)C(C(=O)OC)=C1C,11,1
C[C@@H]1C=C[C@](Cc2ccccc2)(C(=O)O)N1C(=O)c1ccccc1,21,-5
Cc1csc(N2CCCC2c2nc3cc(C(F)(F)F)ccc3n2CCOCCO)n1 (configuration not stated),8,-6
COC(=O)CCCC1=CC2=CC(=O)C(C)(OC(=O)c3cnc4ccccc4n3)C(=O)C2=CO1 (configuration not stated),8,14
CCCCN1C(=O)NC(c2cccc([N+](=O)[O-])c2)C(C(=O)OCC)=C1C (configuration not stated),18,-4
COc1ccc(C(=O)c2ccc3oc(-c4ccc(OC)cc4)c(C#CCCO)c3c2)cc1,11,-4
CCC(=O)NCCc1nc(-c2ccccc2)no1,15,-5
COC(=O)C1=C(C)N(CCCC(=O)O)C(=O)NC1c1cccc(OC)c1 (configuration not stated),13,-10
O=C(NCCCN1CCOCC1)c1onc(CSc2ccncc2)c1C(=O)NCCCN1CCOCC1,-3,7

# Compound profiles, from the list above. Screens in order: PGE2 EP2 inh | Rad51 HR inh
# C[C@H]1CC[C@]2(O[C@@H](CCO)C[C@H](O)[C@H]2O)O1 is listed with 6 | -6
# CCCCC1=CC2=CC(=O)C(C)(OC(=O)CC)C(=O)C2=CN1c1cccc(C#N)c1 (configuration not stated) is listed with 15 | -31
# O=C(NCCCN1CCOCC1)c1onc(CSc2ccncc2)c1C(=O)NCCCN1CCOCC1 is listed with -3 | 7
# O=C(O)C[C@H]1c2cc(C(F)(F)F)ccc2S(=O)(=O)N1C1CCCC1 is listed with 14 | -3

# The results go on.
SMILES,PGE2 EP2 inh,Rad51 HR inh
O=C(O)C[C@H]1c2cc(C(F)(F)F)ccc2S(=O)(=O)N1C1CCN(Cc2ccccc2)CC1,14,-4
CN1C(=O)c2oc3ccccc3c(=O)c2C1c1ccncc1 (configuration not stated),2,9
CC(C)c1cc(-c2cc(C(=O)Nc3ccccc3)on2)nc(NCC2CC2)n1,1,-2
CCN(CC)S(=O)(=O)c1ccc(-c2nnc(SCC(=O)N3CCc4ccccc43)o2)cc1,25,3
Nc1nc(N)nc(-c2cc(Cl)ccc2Cl)n1,15,-6
CC(=O)C1=C(C)N(Cc2ccccc2)C(=O)N[C@H]1c1cccc(F)c1,6,-2
COC(=O)/C(=C\c1c(OC)cc(OC)cc1OC)C(=O)c1ccc2c(c1)OCO2,15,3
NC1=NC[C@H](c2ccccc2)N1CC1CCCCC1,10,-4
COc1cccc(C2=CC(=O)CC(c3ccco3)C2)c1 (configuration not stated),-4,5
CCOC(=O)c1[nH]c(COC(=O)CCCOc2ccccc2)c(C(=O)OCC)c1C,12,-1
O=C1C=C(c2ccccc2)CC(c2ccc(F)cc2)C1 (configuration not stated),18,-5
CC1CCc2c(nc3ncnn3c2N2CCN(c3ccccc3F)CC2)C1 (configuration not stated),17,8
O=C(COc1ccccc1)Nc1cccc(-c2nnc(-c3ccccc3)o2)c1,25,-4
O=C(NCCCN1CCOCC1)C1Nc2ccc(OC(F)(F)F)cc2C2C=CCC12 (configuration not stated),13,-1
O=C(NCC1CC1)c1cc(-c2ccccc2)nn1CC1CC(c2cccnc2)=NO1 (configuration not stated),1,1
COC(=O)C1=C[C@@H](C(=O)OC)[C@@H]2C3=C(C(=O)[C@]2(C)NC(=O)c2ccccc2)[C@H](C)n2c(=O)n(-c4ccccc4)c(=O)n2[C@@H]3C1,26,9
O=[N+]([O-])c1cccc(CN2[C@@H](Cc3ccccc3)COCCS2(=O)=O)c1,9,-3
CCc1c(C2(O)CCCCC2)[nH]c2ccc(C#N)cc12,17,2
O=C(O)C[C@H]1c2ccc(C(F)(F)F)cc2S(=O)(=O)N1C1CCCCC1,14,1
C=C1CCN(c2ccc(C(=O)NCCC)cc2[N+](=O)[O-])CC1,14,4
O=c1c2ccccc2oc2cc(C#Cc3ccccn3)ccc12,4,-2
Cc1[nH]nc(N=Cc2c(O)n(C)c(=O)n(C)c2=O)c1-c1ccccc1,4,-5
O=C(O)C1=C[C@@H](c2ccc(Br)cc2)C[C@@H](OCCCCO)O1,10,-2
COC(=O)C1N[C@@H]([C@@H](NC(=O)COc2ccccc2)C(=O)NCc2ccccc2)SC1(C)C (some centres not stated),10,-7
C#Cc1ccc2c(c1)COc1c3ccccc3nn1-2,1,-7
CCOC(=O)CN1C(=O)N[C@@H](c2cccc(C(F)(F)F)c2)C(C(=O)OC)=C1C,14,-5
Cc1ccc(NC(=O)c2ccc(CN3CCN(C)CC3)cc2)cc1Nc1nccc(-c2cccnc2)n1,18,-3
C[N+]1(C)CCC(OC(=O)C(O)(c2ccccc2)C2CCCC2)C1 (configuration not stated),14,0
CCCc1nc2oc3c(NCCN4CCOCC4)ncnc3c2c2c1CCCC2,11,2

# Shown with values under each structure: 2 of the compounds above.
# Each structure is followed by: PGE2 EP2 inh | Rad51 HR inh
- O=c1c2ccccc2oc2cc(C#Cc3ccccn3)ccc12
→ 4 | -2
- Cc1[nH]nc(N=Cc2c(O)n(C)c(=O)n(C)c2=O)c1-c1ccccc1
→ 4 | -5

# Assay outcomes: PubChem, several laboratories
